Screening results as filed in PubChem.
CRFR2-BP ag: CRF-BP/CRF-R2 complex agonism; HEK293 CRF-R2/CRF-BP, calcium dye fluorescence (FLIPR); percent of saturating CRF peptide response; activation, % at 13.2 µM; 0.46% of 350,000 active;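 active means activation of at least 50%, plus an integration ratio under a set limit after plate pattern correction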;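 further: plate controls were neutral control wells without compound for no effect and CRF at EC100 for full effect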
M5 antag: blocks acetylcholine activation of human M5 receptor; P08912; CHO-hM5 cells, Fluo-8 calcium fluorescence, ACh EC80; inhibition, % at 3 µM; 0.59% of 360,000 active; AID 624040;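 active means inhibition above a per-plate cutoff, the mean of that plate's test compounds plus 3 SD, cut at about 27% in these data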;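 further: 0% = acetylcholine EC80 with DMSO and 100% = DMSO without agonist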
Target sequence (P08912 whole entry, looked up): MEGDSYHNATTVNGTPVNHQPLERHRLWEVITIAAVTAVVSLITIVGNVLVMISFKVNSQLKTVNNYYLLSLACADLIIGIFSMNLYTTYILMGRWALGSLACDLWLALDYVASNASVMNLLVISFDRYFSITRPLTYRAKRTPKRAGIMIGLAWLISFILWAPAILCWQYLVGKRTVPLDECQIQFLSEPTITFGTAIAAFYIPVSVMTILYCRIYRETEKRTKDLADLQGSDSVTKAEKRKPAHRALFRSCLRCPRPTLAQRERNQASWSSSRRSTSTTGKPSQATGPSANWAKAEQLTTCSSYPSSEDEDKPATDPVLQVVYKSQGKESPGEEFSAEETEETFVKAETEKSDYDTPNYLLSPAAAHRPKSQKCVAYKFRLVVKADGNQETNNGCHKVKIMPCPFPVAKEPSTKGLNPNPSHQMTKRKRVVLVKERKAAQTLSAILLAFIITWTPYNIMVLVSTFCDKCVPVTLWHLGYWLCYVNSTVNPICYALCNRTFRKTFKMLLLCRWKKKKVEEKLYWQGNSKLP
CHRM5 PAM: positive allosteric modulators of human muscarinic M5 receptor | P08912 | CHO-K1 hM5, Fluo-8 calcium, ACh EC20 PAM; 0% = ACh EC20, 100% = ACh EC100 | activation, % at 3 µM | 0.3% of 360,000 active;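 active means activation above the run cutoff, the mean activation of all test compounds plus 3 SD, cut at about 18% in these data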
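Replicates: One well per compound, no replicates | System: Human M5 receptor in CHO-K1 cells | Benchmarks: Low control EC20 acetylcholine (0%), high control EC100 acetylcholine (100%) | Probe or stimulus: Acetylcholine, EC20 level | Times: Fluo-8 loading 80 min at 37 °C plus 30 min room temperature | Signal: Intracellular calcium via Fluo-8 fluorescence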
M4 antag: blocks acetylcholine activation of human M4 receptor | inhibition, % at 3 µM | AID 624125 | P08173 | 0.73% of 360,000 active | CHO-hM4 cells, ACh EC80, Fluo-8 calcium fluorescence;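 active means inhibition above its plate's cutoff, the mean inhibition of sample wells plus 3 SD, cut at about 27% in these data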;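 further: 0% = acetylcholine EC80 with DMSO and 100% = DMSO without agonist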
Target sequence (P08173 whole entry, looked up): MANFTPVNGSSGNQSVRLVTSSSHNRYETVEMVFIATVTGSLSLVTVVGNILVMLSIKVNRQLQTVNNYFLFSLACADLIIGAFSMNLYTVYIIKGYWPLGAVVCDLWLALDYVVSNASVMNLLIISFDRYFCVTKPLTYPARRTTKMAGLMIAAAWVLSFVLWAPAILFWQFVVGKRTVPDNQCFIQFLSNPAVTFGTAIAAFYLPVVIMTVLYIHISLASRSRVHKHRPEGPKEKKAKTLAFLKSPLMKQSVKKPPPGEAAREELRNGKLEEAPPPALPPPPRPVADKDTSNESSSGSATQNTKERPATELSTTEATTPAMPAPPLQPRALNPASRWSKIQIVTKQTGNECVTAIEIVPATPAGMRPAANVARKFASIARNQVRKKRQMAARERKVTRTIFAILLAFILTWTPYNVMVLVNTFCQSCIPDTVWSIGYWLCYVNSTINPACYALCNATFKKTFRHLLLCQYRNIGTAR
M1 PAM: human CHRM1 positive allosteric modulation; P11229; CHO-K1 hM1, Fluo-8 calcium fluorescence, ACh EC20; 0% = ACh EC20, 100% = maximal ACh; activation, % at 3 µM; 0.088% of 360,000 active; AID 588819; in the data active means activation above about 19%, passing the limit was not always enough
CHRM4 agonist: CHRM4 agonism in calcium assay | P08173 | CHO-K1 hM4/Gqi5, Fluo-8 calcium fluorescence; vehicle 0%, full acetylcholine response 100% | activation, % at 3 µM | 0.14% of 360,000 active;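 active means activation above the run mean over all test wells plus 3 SD, cut at about 32% in these data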;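 further: peak over basal fluorescence ratio per well then scaled between controls; 0% = DMSO wells and 100% = acetylcholine at EC100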
CHRM1 antagonist: antagonists of human M1 muscarinic receptor; CHO-K1 hM1, Fluo-8 calcium fluorescence, ACh EC80 antagonist; inhibition, % at 3 µM; 1.3% of 360,000 active;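 active means percent inhibition above its own plate's cutoff, namely the mean of that plate's compound wells plus 3 SD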;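 further: peak over basal fluorescence ratio during 140 s after agonist addition; 0% = ACh EC80 plus DMSO and 100% = DMSO alone without agonist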
CHRM4 PAM: potentiates acetylcholine response at human M4 receptor; P08173; CHO-K1 hM4/Gqi5, Fluo-8 calcium fluorescence, ACh EC20; 0% = ACh EC20, 100% = maximal ACh; activation, % at 3 µM; 0.4% of 360,000 active;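 active means activation above its plate's cutoff, the mean activation of sample wells plus 3 SD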; further: some results filed as inactive read as strong as hits
CHRM5 agonist: CHRM5 agonism in calcium assay. 0.19% of 360,000 active. P08912. CHO-K1 hM5 cells, Fluo-8 calcium fluorescence; 0% DMSO wells, 100% maximal acetylcholine response. activation, % at 3 µM;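 active means activation above the run's mean over test compounds plus 3 SD, cut at about 23% in these data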;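 further: signal is peak over basal fluorescence ratio across the kinetic read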
Active calls of the source: *; . = not tested or not shown.

Short forms – A = CRFR2-BP ag; B = M5 antag; C = CHRM5 PAM; D = M4 antag; E = M1 PAM; F = CHRM4 agonist; G = CHRM1 antagonist; H = CHRM4 PAM; I = CHRM5 agonist
> COCOCCn1cc(CN2CCS(=O)(=O)N(Cc3ccc(-c4ccncc4)cc3)C(CC(C)C)C2=O)nn1 (centres undefined)
  A = 2.1 | B = 2 | C = -2 | D = -19 | E = -4 | F = 13 | G = -7 | H = -4 | I = 1
> CC(=O)Nc1cccc(Nc2cnccn2)c1
  A = . | B = 2 | C = -2 | D = 1 | E = -3 | F = 0 | G = 1 | H = -7 | I = 2
> O=C(Nc1ccc(Cl)cn1)c1ccc(Br)c(S(=O)(=O)N2CCCCC2)c1
  A = 0.1 | B = -9 | C = 2 | D = -5 | E = 7 | F = 2 | G = -7 | H = -2 | I = 0
> CCCCNC(=O)c1cc2ccccc2s1
  A = -0.6 | B = 11 | C = -6 | D = -1 | E = 3 | F = 1 | G = -10 | H = 4 | I = -3
> Cc1ccc(C(=O)NC2CCCCCC2)cc1N1CCCC1=O
  A = -1.9 | B = 1 | C = -9 | D = -2 | E = -1 | F = 1 | G = -8 | H = 1 | I = -8
> O=C(c1cccc(F)c1)N1CCC(c2nc3ccccc3s2)CC1
  A = -1.8 | B = 5 | C = 8 | D = -6 | E = 8 | F = 6 | G = 13 | H = 10 | I = 2
> Cn1c(N)c(C(=O)CSc2nnc(C3CC3)n2-c2ccccc2)c(=O)n(C)c1=O
  A = 2.4 | B = 8 | C = -1 | D = -3 | E = 9 | F = 1 | G = -7 | H = 5 | I = 0
> Cc1ccc(C(=O)O/N=C\c2ccc(N3CCOCC3)c([N+](=O)[O-])c2)cc1
  A = -1.1 | B = 2 | C = -2 | D = 8 | E = 6 | F = 0 | G = -8 | H = 7 | I = 2
> CCCC(=O)n1nc(-c2cccnc2)nc1NCc1cccs1
  A = -2.9 | B = -1 | C = -1 | D = -1 | E = -2 | F = 0 | G = 7 | H = -2 | I = -2
> O=C(c1ccc([N+](=O)[O-])cc1)N1CCN(C2=NS(=O)(=O)c3ccccc32)CC1
  A = 4.5 | B = 4 | C = 8 | D = -17 | E = 5 | F = 0 | G = -5 | H = 9 | I = -3

Single entries from the results shown:
Reading of CCCCNC(=O)c1cc2ccccc2s1 in M4 antag: -1
Reading of O=C(Nc1ccc(Cl)cn1)c1ccc(Br)c(S(=O)(=O)N2CCCCC2)c1 in CRFR2-BP ag: 0.1

Carrying on:
Short forms – A = CRFR2-BP ag; B = M5 antag; C = CHRM5 PAM; D = M4 antag; E = M1 PAM; F = CHRM4 agonist; G = CHRM1 antagonist; H = CHRM4 PAM; I = CHRM5 agonist
> CCCSc1ncnc2c1oc1ccccc12
  A = -1.8 | B = -2 | C = 3 | D = -7 | E = 3 | F = 0 | G = -5 | H = 3 | I = -2
> CCn1nnnc1SCC(=O)c1ccc(C)cc1C
  A = 1.4 | B = -7 | C = 1 | D = -7 | E = 6 | F = 0 | G = -17 | H = 0 | I = -6
> CC(NCc1cccs1)C(=O)Nc1cc(Cl)cc(Cl)c1 (centres undefined)
  A = 1.1 | B = 13 | C = -7 | D = -3 | E = 8 | F = 1 | G = -16 | H = 0 | I = -2
> COC(=O)C1=C(C)N(CCc2c[nH]c3ccc(OC)cc23)C(=O)C1
  A = 2.3 | B = -6 | C = 4 | D = -11 | E = 2 | F = 3 | G = -3 | H = 2 | I = 5
> O=C(O)c1ccc2c(c1)N(Cc1ccccc1)C(=O)c1ccccc1S2
  A = -0.2 | B = 8 | C = 6 | D = -4 | E = 2 | F = 0 | G = -9 | H = 2 | I = 3
> O=C(CN1C(=O)CSc2ccccc21)N1CCc2ccccc21
  A = -0.5 | B = 0 | C = 3 | D = 7 | E = 1 | F = 0 | G = 6 | H = -5 | I = -2
> CS(=O)(=O)c1ccc(Cl)c(NC(=O)CSc2nc3ccccc3c(=O)n2CCCN2CCOCC2)c1
  A = -1.3 | B = 5 | C = -4 | D = -7 | E = 2 | F = 4 | G = -3 | H = -7 | I = -6
> CC(C)Oc1ccc(CNC(=O)CCCN2C(=O)C(c3ccccc3)Oc3cccnc32)cc1 (centres undefined)
  A = 2.5 | B = 13 | C = -8 | D = -8 | E = 6 | F = 0 | G = -12 | H = 1 | I = -4
> CCc1ccc(CN(C)CC(=O)Nc2ccc(S(=O)(=O)N3CCOCC3)cc2)cc1
  A = 0.9 | B = -4 | C = -4 | D = -10 | E = 1 | F = 8 | G = -1 | H = 3 | I = -1
> O=C(COC(=O)Cc1ccccc1F)NCc1ccc(Cl)cc1
  A = -5.3 | B = -2 | C = 3 | D = -15 | E = 0 | F = 2 | G = -1 | H = 3 | I = -2
> COC(C(=O)N/N=C(\C)CC(=O)Nc1ccc(Cl)cc1C)c1ccccc1 (centres undefined)
  A = -0.3 | B = -3 | C = -3 | D = -2 | E = 12 | F = 2 | G = -11 | H = 3 | I = -1
> CCN1CCN(C(=S)NC(C)c2ccccc2)CC1 (centres undefined)
  A = -2.1 | B = 2 | C = -1 | D = 11 | E = -5 | F = 0 | G = 2 | H = -4 | I = -5
> COc1ccc(C(=O)N/C(=C/c2ccc(Cl)cc2)C(=O)NCc2ccncc2)cc1
  A = 2.0 | B = -8 | C = 3 | D = -11 | E = 9 | F = 3 | G = -4 | H = 0 | I = -2
> CCCC(=O)Nc1ccc2oc(-c3cccnc3)nc2c1
  A = 2.7 | B = 9 | C = -3 | D = 5 | E = 1 | F = 1 | G = 0 | H = -1 | I = -6
> CC(=O)N1CCCc2cc(S(=O)(=O)NC(C(=O)NCc3ccc(C)cc3)C(C)C)ccc21 (centres undefined)
  A = -2.3 | B = -6 | C = 6 | D = -5 | E = 12 | F = 1 | G = -14 | H = 21 | I = -3
> COc1cc(SC)ccc1C(=O)NCC1CCCO1 (centres undefined)
  A = 0.5 | B = -1 | C = 1 | D = -4 | E = 14 | F = 0 | G = -25 | H = 4 | I = -2
> Cc1ccc2cc3c(N)c(C(=O)N4CCOCC4)sc3nc2c1
  A = 3.5 | B = -7 | C = 4 | D = -1 | E = 10 | F = 0 | G = -9 | H = 10 | I = -8
> CCOc1ccccc1C(=O)Oc1ccc2ccc(=O)oc2c1
  A = -1.4 | B = 11 | C = -3 | D = -8 | E = 6 | F = 0 | G = -11 | H = 3 | I = -8
> COCCn1c(C)cc(/C=C2/NC(=O)N(c3cccc(Cl)c3)C2=O)c1C
  A = 2.9 | B = 1 | C = -2 | D = -1 | E = 8 | F = 1 | G = -2 | H = 13 | I = -2
> O=C(O)/C(=C\c1ccc(Cl)c([N+](=O)[O-])c1)c1ccc(S(=O)(=O)N2CCCCC2)s1
  A = -0.2 | B = -1 | C = 13 | D = -5 | E = 0 | F = 0 | G = 3 | H = 4 | I = -6

Just CHRM5 PAM, CHRM4 agonist and CHRM4 PAM (three entries from above):
canonical_smiles | CHRM5 PAM | CHRM4 agonist | CHRM4 PAM
CCn1nnnc1SCC(=O)c1ccc(C)cc1C | 1 | 0 | 0
CC(NCc1cccs1)C(=O)Nc1cc(Cl)cc(Cl)c1 (centres undefined) | -7 | 1 | 0
COC(=O)C1=C(C)N(CCc2c[nH]c3ccc(OC)cc23)C(=O)C1 | 4 | 3 | 2

Additional compounds
Short forms – A = CRFR2-BP ag; B = M5 antag; C = CHRM5 PAM; D = M4 antag; E = M1 PAM; F = CHRM4 agonist; G = CHRM1 antagonist; H = CHRM4 PAM; I = CHRM5 agonist
> CCCC(C(=O)c1ccccc1)n1cncn1 (centres undefined)
  A = -3.1 | B = -17 | C = 8 | D = -8 | E = -2 | F = 0 | G = -5 | H = -1 | I = -7
> O=C(OCc1cn([C@@H]2C[C@H](c3ccc(Cl)cc3)N(C(=O)C3CCCCC3)C[C@H]2O)nn1)c1ccccc1
  A = -1.0 | B = 4 | C = 1 | D = -9 | E = 1 | F = 2 | G = -2 | H = 0 | I = 2
> CC1CN(CC(=O)Nc2ccccc2Sc2ccccc2)CC(C)O1 (centres undefined)
  A = 1.2 | B = 7 | C = -9 | D = -9 | E = -4 | F = 8 | G = 9 | H = -7 | I = 1
> CC(C)Nc1nc(-c2ccccc2CO)c2sccc2n1
  A = . | B = -3 | C = -3 | D = -24 | E = 3 | F = 2 | G = -4 | H = 2 | I = -2
> O=C1C2CCCCC2C(=O)N1Cc1ccccc1 (centres undefined)
  A = -1.8 | B = -7 | C = 1 | D = -4 | E = 14 | F = 0 | G = -6 | H = 0 | I = -3
> N/C(=N\OC(=O)CCc1ccccc1)c1cccnc1
  A = -0.7 | B = 5 | C = 4 | D = 1 | E = 12 | F = 2 | G = 1 | H = 25* | I = 0
> CC1CCc2sc(NC(=O)C3CC(Cl)=CCC3C(=O)O)c(C#N)c2C1 (centres undefined)
  A = 0.9 | B = 20 | C = -11 | D = 1 | E = -9 | F = 0 | G = 9 | H = -2 | I = -4
> CC(=O)c1ccc(N2CCN(S(=O)(=O)c3cc4[nH]c(=O)c(=O)[nH]c4cc3C)CC2)cc1
  A = -2.0 | B = 9 | C = -8 | D = 1 | E = -5 | F = 0 | G = -4 | H = -4 | I = 3
> CCOC(=O)C1=C(COC(=O)c2ccccc2OC)NC(=O)NC1C (centres undefined)
  A = -0.5 | B = 14 | C = -19 | D = 0 | E = -9 | F = 15 | G = 13 | H = -8 | I = 1
> O=C(N/N=C/c1ccc(Cl)cc1)c1ccc2c(c1)OCO2
  A = -1.3 | B = -7 | C = 6 | D = -12 | E = 16 | F = 2 | G = -11 | H = 2 | I = -3
> CCS(=O)(=O)n1nc(-c2ccccc2)nc1N
  A = -0.3 | B = -2 | C = -4 | D = -11 | E = 4 | F = 1 | G = -7 | H = 4 | I = -2
> CC(C)CN1C(=O)C(=O)N(CC(=O)c2ccc3c(c2)CCCC3)C1=O
  A = 2.6 | B = 15 | C = -8 | D = 8 | E = -8 | F = 7 | G = 16 | H = -5 | I = -3
> Cc1ccc(-c2cc(-c3ccccc3)c(C#N)c(Br)n2)cc1
  A = -1.1 | B = -2 | C = 1 | D = 2 | E = -6 | F = 0 | G = 6 | H = -3 | I = -4
> O=C1CN(C(=O)COC(=O)c2cccs2)c2ccccc2N1
  A = -1.0 | B = 5 | C = -1 | D = 1 | E = 9 | F = 2 | G = -13 | H = 6 | I = -2
> Cc1ccc(N(C(=O)NC2CCCCC2)C2=NCCCCC2)cc1
  A = -1.2 | B = -4 | C = 0 | D = 5 | E = 5 | F = 0 | G = -8 | H = -1 | I = -8

Exported in markdown: part of the list above
| Structure | CRFR2-BP ag | M5 antag | CHRM5 PAM | M4 antag | M1 PAM | CHRM4 agonist | CHRM1 antagonist | CHRM4 PAM | CHRM5 agonist |
| --- | --- | --- | --- | --- | --- | --- | --- | --- | --- |
| CCCC(C(=O)c1ccccc1)n1cncn1 (centres undefined) | -3.1 | -17 | 8 | -8 | -2 | 0 | -5 | -1 | -7 |
| O=C(OCc1cn([C@@H]2C[C@H](c3ccc(Cl)cc3)N(C(=O)C3CCCCC3)C[C@H]2O)nn1)c1ccccc1 | -1.0 | 4 | 1 | -9 | 1 | 2 | -2 | 0 | 2 |
| CC1CN(CC(=O)Nc2ccccc2Sc2ccccc2)CC(C)O1 (centres undefined) | 1.2 | 7 | -9 | -9 | -4 | 8 | 9 | -7 | 1 |
| CC(C)Nc1nc(-c2ccccc2CO)c2sccc2n1 | . | -3 | -3 | -24 | 3 | 2 | -4 | 2 | -2 |
